Source: PubChem BioAssay (several laboratories)
DAX1 inh-1: inhibits human nuclear receptor DAX1; HEK293 Gal4-DAX1 luciferase reporter, luminescence; AID 504766; P51843; inhibition, % at 6.75 µM; 0.99% of 340,000 active;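 active = inhibition above the mean over all tested compounds plus 3 SD, cut at about 4.2% in these data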;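 also: 0% = DAX1-transfected cells with DMSO and 100% = empty-vector control cells with DMSO; inhibition shows as a rise in luminescence from relieved DAX1 repression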
Target sequence (P51843 207-470 limits assumed): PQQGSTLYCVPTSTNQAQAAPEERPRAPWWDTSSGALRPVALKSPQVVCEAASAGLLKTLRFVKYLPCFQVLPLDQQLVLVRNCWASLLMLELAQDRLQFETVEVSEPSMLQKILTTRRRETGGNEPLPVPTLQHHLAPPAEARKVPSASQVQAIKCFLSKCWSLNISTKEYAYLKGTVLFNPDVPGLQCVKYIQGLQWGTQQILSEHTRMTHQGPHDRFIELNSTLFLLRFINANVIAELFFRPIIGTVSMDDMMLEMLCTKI
PG9 binder: small molecules binding HIV-1 gp120 antibody PG9 | TR-FRET gp120-PG9 antibody binding | inhibition, % at 6.7 µM | 0.43% of 360,000 active; in the data active = inhibition above about 8.5%
ssDAF12 agonist: activators of S. stercoralis DAF-12 nuclear receptor. HEK293 ssDAF-12/GRIP1 lit1-tk-luc reporter, luminescence; % of 3 µM dafachronic acid response. 1% of 370,000 active. activation, % at 6.8 µM;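 active = activation above the mean over all tested compounds plus 3 SD, cut at about 0.9% in these data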;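 also: 0% = DMSO-only wells and 100% = 3 µM delta7-dafachronic acid wells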
sPLA2-III inh: Blocks human group III sPLA2 activity. inhibition, % at 12.2 µM. Q9NZ20. AID 743126. QFRET BODIPY PC-A2 liposome hydrolysis, fluorescence. 0.56% of 370,000 active;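 active = inhibition above mean plus 3 SD of compounds lying within the high and low control bounds, cut at about 19% in these data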;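 also: 0% = median of test compound wells and 100% = no enzyme DMSO wells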
Target sequence (Q9NZ20 whole entry, looked up): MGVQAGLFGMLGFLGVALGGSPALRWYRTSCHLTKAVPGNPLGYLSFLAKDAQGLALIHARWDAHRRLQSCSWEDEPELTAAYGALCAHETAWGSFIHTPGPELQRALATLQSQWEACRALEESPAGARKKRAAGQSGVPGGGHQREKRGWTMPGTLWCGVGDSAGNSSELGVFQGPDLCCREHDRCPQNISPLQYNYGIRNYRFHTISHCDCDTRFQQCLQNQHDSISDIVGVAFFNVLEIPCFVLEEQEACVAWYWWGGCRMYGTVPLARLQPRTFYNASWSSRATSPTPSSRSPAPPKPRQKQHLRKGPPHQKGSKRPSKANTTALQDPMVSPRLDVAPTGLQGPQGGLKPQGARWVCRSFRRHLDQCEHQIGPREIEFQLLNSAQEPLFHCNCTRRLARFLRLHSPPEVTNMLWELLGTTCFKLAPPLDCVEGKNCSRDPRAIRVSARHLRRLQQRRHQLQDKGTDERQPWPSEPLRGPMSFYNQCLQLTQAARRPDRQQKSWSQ
FXN GAA850 act: increases GAA850 frataxin promoter reporter activity; HEK293 lucGAA850 FXN promoter luciferase reporter, 24 h; percent of 10 µM SAHA response; activation, % at 6 µM; 0.56% of 360,000 active; AID 540364;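 active = activation above the average of all compounds screened plus 3 SD, cutoff fixed separately per campaign, cut at about 7.5% in these data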;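 also: 0% = DMSO wells and 100% = 10 µM SAHA wells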
hgDAF12 agonist: activates the H. glycines DAF-12 receptor ligand-binding domain | HEK293 GAL4-hgDAF12 UAS-luciferase reporter, agonist luminescence; normalized to butyrate control | activation, % at 6.8 µM | 1.8% of 370,000 active | AID 687014;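 active = activation above a cutoff set at the mean of all screened compounds plus 3 SD, cut at about 10% in these data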;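 also: 0% = DMSO wells and 100% = sodium butyrate wells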
hcDAF12 agonist: activates DAF-12 receptor from parasite H. contortus; 1.4% of 370,000 active; activation, % at 6.8 µM; AID 652067; HEK293 hcDAF-12 lit1-tk-luc reporter, luminescence; 0% DMSO, 100% Δ7-dafachronic acid;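 active = activation above the mean of all tested compounds plus 3 SD, cut at about 5.5% in these data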;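 also: 100% = response to 3 µM Δ7-dafachronic acid high control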
Rev-erbA mod: modulates human Rev-erb alpha binding to DNA; 0.79% of 370,000 active; AID 1259318; Rev-erbα–FITC-DNA binding, fluorescence polarization, 90 min; activity, % at 10 µM;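 active = activity above about 14%, limit read from the data; passing the limit was not always enough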;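 also: 0% = DMSO wells with 35 nM protein and 100% = DMSO wells with 750 nM protein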
SMARCA2 activ: increases SMARCA2 function in MMTV reporter cells; MG213 cells, MMTV-luciferase reporter, dexamethasone, overnight; activation, % at 9.1 µM; 1% of 370,000 active; in the data active = activation above about 7.8%;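 also: 0% = vehicle wells and 100% = reference activator wells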
DAX1 inh-2: blocks DAX1 repression of SF-1 activated StAR promoter | inhibition, % at 6.8 µM | AID 652010 | 1.1% of 370,000 active | HEK293T StAR-luciferase reporter, SF-1/DAX-1 repression relief;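 active = inhibition above the mean over all tested compounds plus 3 SD, cut at about 3.6% in these data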;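 also: 0% = DAX-1 cells with DMSO and 100% = cells lacking DAX-1 with DMSO; higher inhibition means more luminescence from relief of DAX-1 repression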
PLC-beta3 inh: blocks human PLC-beta3 enzyme activity; 0.18% of 370,000 active; Q01970; Purified PLC-beta3, fluorogenic substrate, fluorescence; inhibition, % at 12.2 µM; in the data active = inhibition above about 11%;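 also: 0% = median of compound wells on plate and 100% = full blocker control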
Numbers without * were called inactive; . = no result given.

no.	canonical_smiles	DAX1 inh-1	PG9 binder	ssDAF12 agonist	sPLA2-III inh	FXN GAA850 act	hgDAF12 agonist	hcDAF12 agonist	Rev-erbA mod	SMARCA2 activ	DAX1 inh-2	PLC-beta3 inh
1	O=C1CC(C(=O)Nc2cccc(F)c2)n2ncnc2N1 (stereo not drawn)	-0.3	-1.5	-1.2	1	3.8	-3.9	-0.6	1	1	0.2	5
2	Cc1occc1C(=O)NCc1ccc(C(=O)O)o1	1.8	0.0	-0.9	6	-1.8	-2.1	-1.5	-1	0	-0.5	3
3	O=C(CCc1ccccc1)NNC(=O)COc1ccccc1	-0.9	1.4	-1.5	4	1.4	0.6	1.7	-6	-2	0.6	-2
4	Cc1ccc(S(=O)(=O)N2CCCCC2)cc1NS(=O)(=O)c1ccccc1F	0.1	0.3	-1.0	-3	1.9	-4.5	-1.0	-3	-4	-0.9	0
5	CCOc1ccc(NC(=S)NCCCN2CCOCC2)cc1	-0.6	0.7	-1.4	-4	0.2	-0.5	-1.2	8	-1	-0.3	0
6	CC(=O)c1c(C)[nH]c(C(=O)/C(C#N)=C/c2cccc(C)c2)c1C	-0.9	0.5	-1.1	-4	2.0	-0.2	-2.2	-6	-1	-0.3	-98
7	O=C(CSc1nccn1-c1cccc(F)c1)NC1CCCC1	0.1	0.3	-1.4	3	0.3	0.5	-2.0	-2	-4	-0.1	-5
8	CCCN(C(=O)C1CCCN(c2ncnc3c2nc2n3CCCCC2)C1)c1ccccc1C (stereo not drawn)	.	0.5	-1.4	-29	.	-3.7	-2.8	-1	0	-2.2	0
9	O=C1c2ccccc2C(Nc2cccnc2)N1Cc1ccc2c(c1)OCO2 (stereo not drawn)	-1.0	-0.4	-0.5	6	2.9	0.3	-1.0	7	0	-1.0	1
10	O=C(NCc1ccc2c(c1)OCO2)C1CC(=O)N(C2CCCC2)C1 (stereo not drawn)	-1.5	-0.3	-1.0	5	1.8	1.2	-0.3	3	-2	-0.1	4
11	COc1cc(OC)cc(N(C(=O)CNC(=O)c2ccco2)C(C(=O)NCC2CCCO2)c2ccccc2)c1 (stereo not drawn)	0.1	-2.0	-1.2	-1	-1.6	-1.6	-1.5	3	2	-0.5	2
12	OCC[C@@H]1C[C@@H](O)[C@H](O)[C@@]2(CCc3ccccc3O2)O1	-0.1	-0.3	-0.5	12	1.1	-4.3	0.3	-2	1	-0.2	1
13	Cc1ccc(C(=O)NCCNS(=O)(=O)c2ccccc2)cc1	1.6	1.1	-1.1	-2	-1.2	2.4	-1.1	3	-6	0.9	0
14	COc1ccc(CCN2CC(C(=O)N3CCC(OC)CC3)CCC2=O)cc1 (stereo not drawn)	-0.5	0.9	-0.8	3	0.2	-1.3	0.3	3	-1	0.0	-6
15	CCc1ccc(CNC(=O)c2ccc3c(c2)NC(=O)C(N2CCOCC2)S3)cc1 (stereo not drawn)	-0.8	-2.4	-1.3	-8	1.9	-0.7	-2.9	-1	0	-0.7	-1
16	Cc1ccc(S(=O)(=O)N2CCC(C(=O)OCC(=O)NC(C)c3ccc(F)cc3)CC2)cc1C (stereo not drawn)	1.7	-0.9	-1.0	-30	1.4	-0.5	0.1	1	-4	-0.4	-2
17	COc1ccc(Nc2oc(COc3ccccc3OC)nc2C#N)cc1	-1.4	-2.9	-2.1	11	-1.6	-6.4	-4.1	-2	-2	-1.9	0
18	Cc1ccc(-c2csc(N3CCN(c4cc5c(cc4Cl)nc(C(C)N)n5CCCO)CC3)n2)cc1 (stereo not drawn)	0.5	-0.5	-1.1	23*	-0.2	1.6	2.7	0	3	-0.4	-24
19	CCCNC(=O)N[C@@H](Cc1ccccc1)C(=O)OC	0.4	1.9	-1.4	0	0.4	3.5	-0.3	-2	-2	0.1	1
20	Cc1ccc(C2C(C#N)=C(N)Oc3c2c(=O)n(C)c(=O)n3C)cc1 (stereo not drawn)	1.0	-1.5	-0.8	7	1.1	-0.6	0.4	3	-1	-0.9	4
21	CCOc1ccccc1C(=O)NCCNC(=O)c1ccccc1OCC	1.6	-0.9	-1.8	-2	1.4	-1.2	-0.6	0	-3	-0.1	-5
22	O=C(NCCN1CCC(n2c(=O)[nH]c3ccccc32)CC1)c1cccc(F)c1	.	2.1	-0.3	-4	.	-1.1	-2.0	-6	-4	0.1	-2
23	O=C(NCCc1ccccc1)c1ccc(=O)[nH]c1	0.5	1.6	-1.2	0	1.6	1.6	-0.6	2	-1	0.1	-1
24	CC(C)c1ccc(C2NC(=O)NC3=C2CCc2ccccc23)cc1 (stereo not drawn)	-1.0	-3.9	0.4	-22	-0.6	-0.6	-0.3	-3	0	-1.1	-86
25	COCCn1c(CNc2ccc(F)cc2)nnc1SCC(=O)Nc1ccc(OC)cc1OC	-0.5	-0.4	-1.5	0	-1.2	-3.4	-2.1	-7	-3	-0.1	2
26	CSc1n[nH]c(=S)n1N	3.5	0.5	-1.1	1	-0.4	-2.6	-1.0	-2	-3	0.1	-5
27	C/C(=N\NC(=O)c1c(Br)c(C)nn1C)c1cccc(NC(=O)c2ccccc2C)c1	-0.1	1.2	-0.7	10	1.9	-0.6	1.8	-2	-2	0.0	1
28	CC(C)(C)OC(=O)N1CCCC1C(=O)N1CCCC1C(=O)N1CCCC1C(=O)O (stereo not drawn)	0.5	-0.8	-1.3	11	1.1	2.5	0.9	0	-1	-0.1	0
29	COCc1cc(C)nc(N/N=C/c2ccc(-c3ccc(Cl)cc3[N+](=O)[O-])o2)c1C#N	-1.1	-2.7	-0.1	5	1.7	-0.7	2.0	5	3	-0.3	-6
30	NC(=O)c1cccnc1Nc1ccccc1Cl	2.6	0.2	-1.6	8	3.3	4.3	-0.1	6	-2	0.2	2
31	CC(C)C[C@@H](CO)NC(=O)CC[C@H](NC(=O)OC(C)(C)C)C(=O)N(Cc1ccccc1)Cc1ccccc1	-0.8	0.2	-1.5	-22	-2.9	0.1	0.2	3	0	-0.6	1
32	COc1ccc(NC(=S)NNC(=O)COc2ccc(Cl)cc2Cl)cc1	-0.4	0.4	-1.2	13	2.1	-2.2	-0.6	8	3	-0.6	4
33	CC(C)(C)OC(=O)N1CCCC(C(=O)Nc2ccc(C(=O)NC3CC3)cc2)C1 (stereo not drawn)	0.5	-0.6	-0.6	5	0.7	-1.4	0.0	-5	-2	0.8	3
34	O=C(NCc1ccco1)c1cnn2c(C(F)(F)F)cc(-c3ccccc3)nc12	-0.2	-1.5	-1.6	-3	4.2	2.0	-0.1	1	0	-0.2	-23
35	O=C1Nc2ccccc2/C1=N\N=C\C1=C(N2CCOCC2)C(=C\c2ccccc2)/CC1	0.4	-2.6	-1.0	-1	-0.6	0.8	2.5	1	-2	-0.8	-13
36	O=C(Nc1ccc(Cl)cc1)N1CCCN(c2ccc(C(F)(F)F)cc2[N+](=O)[O-])CC1	0.6	-0.9	-0.9	4	1.7	2.2	-0.9	0	-4	-0.2	-1
37	CN(CC(=O)Nc1ccc(N2CCOCC2)cc1)C(=O)COc1ccccc1F	0.7	-1.2	-1.7	0	2.1	-0.9	1.0	-6	-1	0.0	-6
38	CC(=O)Nc1cccc(-c2ccnc3c2CC(C(=O)Nc2cccc(Oc4ccccc4)c2)O3)c1 (stereo not drawn)	.	-1.4	-1.5	-40	-1.9	-2.4	-0.7	-1	2	-2.2	-2
39	O=C(/C=C/NNC(=O)c1cccc(Br)c1)c1ccccc1	1.8	1.1	-0.8	-2	-1.1	2.3	1.3	-3	2	-0.3	-5
40	CCn1cc(C(=O)Nc2ncccc2O)c(=O)c2cc(F)c(N3CCN(C(=O)c4ccco4)CC3)cc21	1.0	1.6	-1.9	13	-1.2	0.0	-2.0	-18	0	-1.2	-61
41	COC(=O)c1oc2ccc(Br)cc2c1NC(C)=O	0.6	-1.5	-1.2	3	2.0	-1.3	0.5	-4	2	0.5	4
42	Cc1onc(-c2ccccc2Cl)c1C(=O)O/N=C(\N)c1cccc([N+](=O)[O-])c1	-1.0	-0.3	-1.5	-3	-3.5	2.7	-1.2	-1	-1	-3.0	-2
43	C=CCNC(=O)NC(=O)COn1nnc2ccc(S(=O)(=O)N(C)C)cc21	-1.2	-1.1	-1.2	-5	2.2	-1.9	-0.3	2	2	-0.5	2
44	COc1ccc2[nH]c(C(=O)N(Cc3ccccn3)Cc3ccccn3)cc2c1	0.7	-0.3	-1.1	-10	-0.9	2.1	1.4	-3	-3	0.6	-217
45	O=S(=O)(c1ccc2oc(=S)[nH]c2c1)N1CCOCC1	-0.1	0.9	-1.4	7	2.5	1.1	-0.8	0	1	0.0	-2
46	Cc1ccc(OCC(=O)NC2CC(C)(C)NC(C)(C)C2)c(C)c1	-0.1	0.1	0.5	-1	-1.1	1.4	-0.3	-2	-2	-0.5	2
47	O=C(NCCNC(=O)c1ccc(Br)o1)c1ccc(Br)o1	-1.1	-4.6	-1.3	0	1.0	1.6	-1.2	3	0	-0.4	2
48	CCC(=O)Nc1ccc(NC(=O)c2cccc3ccccc23)cc1	0.7	0.8	-1.7	-3	-1.4	3.0	-1.2	3	0	0.2	-5
49	Cc1ccc(/C=C/C2=NN(Cc3ccc(Cl)c(Cl)c3)C(=O)CC2)cc1	0.2	0.9	-1.0	2	-0.1	-2.2	-0.8	-3	-1	1.1	-1
50	Cc1cccc(NC(=O)CCc2ccccc2)c1	-0.9	-1.6	-1.2	6	1.3	3.0	0.9	-6	9.2*	-0.1	0
51	CC1(C)CC(=O)c2sc(NC(=O)Cc3cccs3)nc2C1	0.3	0.8	-1.1	-1	-0.4	3.2	-1.6	-2	0	0.1	4
52	COc1cccc(CC(=O)Nc2ccc(S(=O)(=O)N3CCCCC3)cc2)c1	0.9	-0.1	-0.8	-22	0.6	0.4	-0.5	0	-4	0.4	5
53	COc1ccc(NC(=O)COC(=O)CCc2nc3ccccc3c(=O)[nH]2)c(OC)c1	0.4	-0.1	-0.7	13	-1.2	-0.3	-0.8	-7	-2	0.8	-10
54	CCc1c(C(=O)NNC(=S)NCCc2ccccc2)csc1C	0.1	0.2	-1.0	3	1.9	1.4	0.2	-1	2	0.9	-2
55	O=C(/C=C/c1ccc(OCc2ccccc2)c(OCc2ccccc2)c1)c1cccnc1	0.4	-1.3	-1.3	-4	1.7	2.3	0.8	0	-2	-0.4	-4
56	CCN1C[C@@H]2[C@@H]3C(=O)N(Cc4ccccc4)C(=O)[C@@H]3[C@](C)(C1=O)N2C(=O)c1ccc(C(F)(F)F)cc1	-0.3	-1.8	-1.2	-5	-1.5	0.5	0.2	3	1	-0.4	3
57	Cc1cnc(C(=O)OCC(=O)N2C(C)CCCC2C)cn1 (stereo not drawn)	0.7	-1.6	-1.0	6	-1.0	-2.2	-1.1	9	-1	-0.1	4
